Rpn11 inh: blocks the human proteasome subunit Rpn11. O00487. human 26S proteasome, Ub4-pepOG fluorescence polarization; 20S core pre-blocked with epoxomicin. calls only at 20 µM. actives 0.59% (n = 360,000);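 active means inhibition at 20 µM, scaled to each plate's controls, above about 33%, limit read from the data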
Target sequence (O00487 whole entry, looked up): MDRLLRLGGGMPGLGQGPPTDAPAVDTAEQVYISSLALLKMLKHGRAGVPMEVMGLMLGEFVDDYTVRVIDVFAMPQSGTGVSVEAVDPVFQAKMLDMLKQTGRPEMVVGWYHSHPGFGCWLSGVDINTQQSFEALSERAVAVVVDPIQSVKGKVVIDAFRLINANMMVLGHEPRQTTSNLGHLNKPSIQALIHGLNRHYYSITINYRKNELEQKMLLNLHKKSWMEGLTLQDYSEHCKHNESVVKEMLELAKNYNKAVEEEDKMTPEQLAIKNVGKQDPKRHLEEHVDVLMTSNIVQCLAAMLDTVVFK
Rin1-Abl PPI inh: blocks binding of human Rin1 to Abl; P00519+Q13671; TR-FRET Rin1/Abl binding, biochemical; inhibition, % at 7.35 µM; actives 0.4% (n = 360,000); AID 588664; in the data active means inhibition above about 5%, passing the limit was not always enough
MLLE-PAM2 inh: blocks PAM2 peptide binding to the PABP1 MLLE domain. actives 0.36% (n = 360,000). GST-MLLE / FITC-PAM2 fluorescence polarization. P11940. inhibition, % at 20 µM; in the data active means inhibition above about 35%, passing the limit was not always enough;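 further: plate controls were DMSO wells with GST-MLLE for no effect and wells lacking GST-MLLE protein for full effect; some results filed as inactive read as strong as hits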
FAS TE block: inhibitors of human fatty acid synthase thioesterase domain; recombinant FAS-TE, OMFH fluorogenic substrate, fluorescence endpoint; inhibition, % at 15 µM; actives 0.67% (n = 360,000);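 active means compounds whose normalised, plate-corrected inhibition of enzyme fluorescence in the single-dose primary screen is 50% or more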;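 further: 0% = DMSO with enzyme and 100% = substrate without enzyme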
CSN inh: inhibitors of human CSN-mediated cullin deneddylation. Q92905. AID 651999. Purified CSN, SCF-Nedd8-OG deneddylation, fluorescence polarization. actives 0.38% (n = 360,000). inhibition, % at 12.5 µM;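 active means pattern-corrected inhibition above about 35%, with an unprinted fluorescence ratio check between 0.5 and 1.5, limit read from the data, passing the limit was not always enough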;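 further: 0% = enzyme with substrate and 100% = substrate without enzyme; some results filed as inactive read as strong as hits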
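Material: human Csn5 produced in HEK293T cells; Input: enzyme 0.24 nM; Reagent: SCFSkp2-Nedd8OG substrate at 10 nM final; Dosing: 12.5 µM compound; Incubation: 90 min reaction at room temperature; Detection: fluorescence polarization of the substrate; Evaluation: % inhibition of substrate cleavage by Csn5; Control set: substrate-only high control, full reaction low control.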
MT1-MMP act inh: MT1-MMP (human) activation inhibition | GFP/RFP ratio change, % at 20 µM | AID 651647 | actives 0.061% (n = 360,000) | HT1080 RFP-PRO-GFP cells, GFP/RFP ratio fluorescence, overnight; percent of plate control window, DMSO zero | P50281;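 active means GFP/RFP ratio change of at least 30% with cell ATP level not reduced by more than half and red fluorescence within 50% of control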; further: strong numbers were not always called active
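Compound: 20 µM single dose, 1% DMSO / System: HT1080 RFP-PRO-GFP cells / Controls: DMSO and RFP-L50D-GFP cell wells / Read-out basis: GFP/RFP fluorescence ratio / Schedule: overnight compound exposure at 37 °C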
E coli Lon inh: inhibitors of E. coli Lon protease; actives 0.42% (n = 360,000); inhibition, % at 7.94 µM; purified E. coli Lon protease, fluorescence polarization; AID 602123; in the data active means inhibition above about 13%, passing the limit was not always enough;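 further: 0% = enzyme with probe and DMSO and 100% = no enzyme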
Target sequence (P0A9M0 whole entry, looked up): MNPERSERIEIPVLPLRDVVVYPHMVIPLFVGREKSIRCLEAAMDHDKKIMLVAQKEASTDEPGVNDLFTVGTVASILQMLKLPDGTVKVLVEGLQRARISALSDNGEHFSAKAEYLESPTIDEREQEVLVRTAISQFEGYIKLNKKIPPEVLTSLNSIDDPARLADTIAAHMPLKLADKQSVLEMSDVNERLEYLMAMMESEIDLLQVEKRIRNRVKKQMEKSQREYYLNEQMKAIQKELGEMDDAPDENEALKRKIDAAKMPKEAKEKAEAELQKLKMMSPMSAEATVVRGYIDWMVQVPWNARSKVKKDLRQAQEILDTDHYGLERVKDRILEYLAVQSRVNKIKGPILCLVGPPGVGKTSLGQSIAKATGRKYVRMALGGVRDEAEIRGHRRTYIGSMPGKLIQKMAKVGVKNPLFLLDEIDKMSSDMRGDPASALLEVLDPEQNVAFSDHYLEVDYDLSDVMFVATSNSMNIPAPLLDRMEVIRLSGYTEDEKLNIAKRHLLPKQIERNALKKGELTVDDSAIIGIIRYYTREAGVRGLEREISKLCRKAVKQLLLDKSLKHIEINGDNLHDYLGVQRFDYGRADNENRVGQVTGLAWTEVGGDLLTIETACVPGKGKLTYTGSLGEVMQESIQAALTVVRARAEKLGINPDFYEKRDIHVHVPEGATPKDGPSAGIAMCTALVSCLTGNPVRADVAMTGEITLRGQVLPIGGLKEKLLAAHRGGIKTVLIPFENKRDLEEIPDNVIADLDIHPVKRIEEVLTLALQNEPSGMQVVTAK
MsrA inhibitor: inhibitors of bovine MsrA; purified bovine MsrA, absorbance read-out; inhibition, % at 15.5 µM; actives 0.75% (n = 360,000); AID 651718; in the data active means inhibition above about 4.5%;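 further: 0% = vehicle wells with enzyme and 100% = reference inhibitor wells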
bovine MsrA act: activates bovine MsrA enzyme | actives 0.3% (n = 360,000) | activation, % at 10.6 µM | purified bovine MsrA, absorbance read-out; in the data active means activation above about 7.5%;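 further: 0% = vehicle and 100% = reference activator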
An asterisk follows results filed as active; i = inactive; / = not tested or not shown; & = joins results of further samples.

Assay codes – A = Rpn11 inh; B = Rin1-Abl PPI inh; C = MLLE-PAM2 inh; D = FAS TE block; E = CSN inh; F = MT1-MMP act inh; G = E coli Lon inh; H = MsrA inhibitor; I = bovine MsrA act
molecule: Cc1cc(C)c(C#N)c(N2CCN(S(=O)(=O)Cc3ccccc3)CC2)n1
  A: i; B: 0; C: 7; D: 13; E: 2; F: 5; G: -4; H: 0.3; I: -6
molecule: COc1ccc(-n2nc(C(=O)NCC(=O)NCC3COc4ccccc4O3)c3ccccc3c2=O)c(OC)c1 (centres undefined)
  A: i; B: 2; C: 2; D: 6; E: -5; F: 0; G: 2; H: -0.2; I: -13
molecule: CCc1cccc(C)c1NC(=O)COC(=O)c1ccc2c(c1)S(=O)(=O)c1ccccc1C2=O
  A: i; B: 0; C: 3; D: -1; E: 1; F: 3; G: 2; H: 0.1; I: -11
molecule: COc1ccccc1NC(=O)c1ccc(NC(=O)COC(=O)C2CCCCC2)cc1
  A: i; B: -5; C: -11; D: 16; E: 3; F: 2; G: 3; H: 0.2; I: -3
molecule: Cc1cnc(NC(=O)c2ccc3c(c2)C(=O)N(Cc2ccco2)C3=O)s1
  A: i; B: 2; C: -3; D: -31; E: -1; F: 0; G: -2; H: 0.0; I: -2
molecule: O=C1CCN(CCc2ccccc2)CCN1CCO
  A: i; B: 3; C: -7; D: -10; E: 0; F: 2; G: -7; H: -0.3; I: -1
molecule: Cc1ccc(NC(=O)C2CC(=O)N(c3ccccc3Cl)C2)cc1S(=O)(=O)N1CCOCC1 (centres undefined)
  A: i; B: 3; C: -9; D: -10; E: 3; F: 5; G: 1; H: 1.1; I: -9
molecule: Cc1cccc(NC(=S)N/C(=N/S(=O)(=O)c2ccccc2)c2ccccc2)c1
  A: i; B: 0&1; C: 22&20; D: -4&-5; E: -3&-1; F: 0&6; G: -9&-6; H: -0.3&-0.5; I: -4&-2
molecule: COCCN(C(=O)CCC(=O)Nc1nccs1)C(C(=O)NCCC(C)C)c1ccc(F)cc1 (centres undefined)
  A: i; B: -3; C: 8; D: -3; E: 0; F: -3; G: 1; H: -0.1; I: -4
molecule: O=C(COc1ccc(Br)cc1)OCc1nnc(-c2ccccc2)o1
  A: i; B: -1; C: 2; D: -5; E: 1; F: -4; G: -1; H: 0.5; I: -3
molecule: COc1ccc(CNC(=O)C2CC(c3cccc([N+](=O)[O-])c3)=NO2)cc1 (centres undefined)
  A: i; B: 1; C: 2; D: 39; E: 0; F: 6; G: -9; H: 0.3; I: 0
molecule: Cn1c(=O)c2c(nc(SCCCO)n2Cc2ccccc2Cl)n(C)c1=O
  A: i; B: -14; C: 0; D: -6; E: 2; F: -2; G: -4; H: -0.3; I: -13
molecule: Cc1ccc(C(O)(CCN2CCCCC2)c2ccccc2)cc1 (centres undefined)
  A: i; B: 0; C: 2; D: -7; E: -2; F: -1; G: -2; H: -1.8; I: -6
molecule: O=c1c(Cc2ccc(F)cc2)c(O)ccn1Cc1ccco1
  A: i; B: 2; C: -10; D: -2; E: -6; F: -11; G: -7; H: -1.2; I: -7
molecule: O=C(CCN1C(=O)S/C(=C/c2ccccc2)C1=O)Nc1ccc(O)c(C(=O)O)c1
  A: i; B: -3; C: 25; D: 6; E: 5; F: -3; G: -12; H: 6.5*; I: 0
molecule: O=C1c2ccccc2C(=O)N1CCOc1ccccc1Cl
  A: i; B: -1; C: 4; D: 10; E: -1; F: 2; G: 2; H: -0.1; I: -9
molecule: N#Cc1cccc(NC(=O)c2cc(C3CCCCN3S(=O)(=O)c3ccccc3)on2)c1 (centres undefined)
  A: i; B: 0; C: -5; D: 21; E: -5; F: 0; G: 0; H: 0.2; I: -9
molecule: O=C(NCCCN1CCOCC1)C(=O)N/N=C/c1c2ccccc2cc2ccccc12
  A: i; B: -6; C: -6; D: -10; E: -12; F: -38; G: 29; H: -0.6; I: -2
molecule: CC(=O)NN1C(=O)/C(=C2/Sc3ccccc3N2C)SC1=S
  A: i; B: 1; C: 6; D: -11; E: 5; F: -11; G: -13; H: -0.2; I: -4
molecule: Clc1ccccc1CSc1snnc1-c1ccccc1
  A: i; B: -1; C: 11; D: 23; E: -6; F: 5; G: -7; H: -0.2; I: -3
molecule: Cc1ccc(C)c(OCCC(=O)NNC(=O)c2ccccc2)c1
  A: i; B: 2; C: 17; D: -6; E: 4; F: 5; G: 13; H: 0.1; I: -7
molecule: O=C1CC(C(=O)O)S/C(=N\N=C\c2ccc(Br)cc2)N1 (centres undefined)
  A: i; B: -3; C: -19; D: -9; E: -3; F: 3; G: 3; H: 4.9*; I: -16
molecule: COc1ccccc1N1CCN(C(CNC(=O)c2ccc3c(c2)OCO3)c2cccnc2)CC1 (centres undefined)
  A: i; B: 3; C: -3; D: -6; E: -1; F: 4; G: -3; H: 0.0; I: -6
molecule: CCn1c(SCC(=O)Nc2ccc(N3CCOCC3)cc2)nnc1-c1ccc(OC)cc1
  A: i; B: -3; C: 21; D: -6; E: -2; F: -1; G: 1; H: /; I: 1
molecule: CCS(=O)(=O)N1Cc2ccccc2CC1C(=O)N1CCN(c2cccc(C)c2C)CC1 (centres undefined)
  A: i; B: 1; C: -48; D: 11; E: 0; F: -1; G: -5; H: -0.8; I: -4

(next part)
Assay codes – A = Rpn11 inh; B = Rin1-Abl PPI inh; C = MLLE-PAM2 inh; D = FAS TE block; E = CSN inh; F = MT1-MMP act inh; G = E coli Lon inh; H = MsrA inhibitor; I = bovine MsrA act
molecule: COc1ccccc1NS(=O)(=O)c1ccc(C)c(C(=O)NCC(c2cccs2)N2CCOCC2)c1 (centres undefined)
  A: i; B: 4; C: 8; D: -2; E: 0; F: -2; G: 2; H: 1.2; I: -6
molecule: CCc1ccc(C(CC(=O)c2ccc(Cl)cc2)C(=O)O)cc1 (centres undefined)
  A: i; B: 2; C: 6; D: 2; E: 7; F: 1; G: 6; H: 0.7; I: -4
molecule: c1ccc(Cc2nnc3sc(Nc4ccccc4)nn23)cc1
  A: i; B: -1; C: -20; D: -6; E: 2; F: 2; G: -9; H: 0.2; I: -8
molecule: COc1ccc(C(=O)/C=C/NCc2ccc(F)cc2)cc1OC
  A: i; B: 0; C: 14; D: 4; E: -1; F: -1; G: -4; H: 1.2; I: -4
molecule: COc1ccc(C(=O)NCCn2cc(SCC(=O)Nc3nnc(C)s3)c3ccccc32)cc1
  A: i; B: -1; C: 10; D: 4; E: -1; F: -2; G: -5; H: /; I: -1
molecule: CC(=O)N1CCC2(CC1)CC(=O)c1cc(OCC(=O)N3CCCC3)ccc1O2
  A: i; B: -5; C: 15; D: -2; E: 0; F: /; G: -2; H: -0.5; I: -10
molecule: COc1ccc(CC(=O)N/N=C(/C)CC(=O)N(C)c2ccccc2)cc1
  A: i; B: 0; C: -1; D: -3; E: -1; F: 3; G: -4; H: -0.2; I: -1
molecule: CCn1cc(C(=O)N[C@H](C)c2ccccc2)c(=O)c2cc(F)c(N3CCN(C)CC3)cc21
  A: i; B: 0; C: -3; D: -15; E: 3; F: 9; G: -2; H: 1.4; I: -4
molecule: CCCCCN=C(C)c1c(O)c2ccccc2oc1=O
  A: i; B: -2; C: 0; D: 2; E: 3; F: 5; G: -8; H: 1.0; I: -5
molecule: Cc1cc(C)cc(NC(=O)CCc2nc3sc4c(c3c(=O)[nH]2)CCCC4)c1
  A: i; B: -12; C: -28; D: -3; E: 11; F: -3; G: -11; H: 0.0; I: -1
molecule: Cc1cc(Cl)ccc1OCC(=O)OCC(=O)Nc1ccc(F)c([N+](=O)[O-])c1
  A: i; B: -1; C: -9; D: 12; E: -8; F: 3; G: -1; H: -0.5; I: -2
molecule: CCOC(=O)Cn1c(-c2cccnc2Cl)nc2cc(C)c(C)cc21
  A: i; B: 1; C: 1; D: -2; E: 1; F: 5; G: 5; H: -0.2; I: -2
molecule: Cc1ccc(Nc2nc3ccccc3n3cnnc23)cc1C
  A: i; B: 0; C: -2; D: 3; E: 9; F: 2; G: -27; H: -0.8; I: -1
molecule: CCn1cc(C(=O)OCc2ccccc2)c(=O)c2ccc(C)nc21
  A: i; B: -4; C: 3; D: 1; E: 5; F: -5; G: 0; H: 2.5; I: -4
molecule: O=C1c2cc(O)cc(O)c2C(=O)c2c1cc(O)c([C@@H](CO)CCO)c2O
  A: i; B: -3; C: -100; D: 3; E: 30; F: 21; G: -16; H: 1.2; I: -2
molecule: COc1ccc(OCC(=O)NCCNC(=O)c2ccncc2)cc1
  A: i; B: 0; C: -1; D: -6; E: 2; F: 3; G: -4; H: 1.7; I: -9
molecule: CC(Cc1ccccc1)C(=O)Nc1ccc(Br)cc1 (centres undefined)
  A: i; B: -1; C: 16; D: 12; E: 0; F: 9; G: 3; H: 0.1; I: -2
molecule: O=C(CSC1=NCCS1)NC1CCCC1
  A: i; B: 1; C: 30; D: -4; E: 1; F: -3; G: 0; H: -0.2; I: -2
molecule: C=CCOc1ccc2c(CC)cc(=O)oc2c1C
  A: i; B: 0; C: -1; D: 10; E: -1; F: -5; G: -13; H: 0.1; I: 1
molecule: O=C(NCC1CCCO1)c1ccc(-c2cccc(C(F)(F)F)c2)o1 (centres undefined)
  A: i; B: -1; C: 8; D: -5; E: 0; F: -2; G: -2; H: 0.8; I: -5
molecule: O=C(c1ccc([N+](=O)[O-])cc1)N(Cc1ccc(Cl)cc1Cl)N1C(=O)CCCC1=O
  A: i; B: 3; C: -2; D: 20; E: -1; F: 3; G: -1; H: -0.3; I: 0
molecule: CCC(CO)NCc1ccc(OCC(=O)Nc2cccc(C(F)(F)F)c2)c(OC)c1 (centres undefined)
  A: i; B: 4; C: -2; D: -11; E: -4; F: 7; G: 4; H: 0.0; I: 5
molecule: CCOC(=O)c1nn(-c2ccccc2)c(=O)c2c(NC(C)=O)scc12
  A: i; B: -2; C: -13; D: 4; E: -2; F: 3; G: 10; H: 1.6; I: -2
molecule: CCOC(=O)C(CC)/C(C)=N\NC(=O)c1ccccc1O (centres undefined)
  A: i; B: 1; C: 2; D: -9; E: -2; F: -9; G: -11; H: 1.9; I: -7
molecule: C=CCNC(=O)c1cc(C(=O)C(C)c2ncc(C(F)(F)F)cc2Cl)c[nH]1 (centres undefined)
  A: i; B: 6; C: 8; D: -5; E: -2; F: 9; G: -13; H: 0.4; I: -1
molecule: Cc1[nH]n(-c2ccc(F)cc2)c(=O)c1/C=N/c1sc2c(c1C#N)CCCC2
  A: i; B: 0; C: -7; D: -3; E: 0; F: 3; G: 6; H: -0.2; I: -3

Four compounds already listed, arranged by their value in MsrA inhibitor, ascending.
mol | Rpn11 inh | Rin1-Abl PPI inh | MLLE-PAM2 inh | CSN inh | MT1-MMP act inh | E coli Lon inh | MsrA inhibitor | bovine MsrA act
O=C(c1ccc([N+](=O)[O-])cc1)N(Cc1ccc(Cl)cc1Cl)N1C(=O)CCCC1=O | i | 3 | -2 | -1 | 3 | -1 | -0.3 | 0
CCCCCN=C(C)c1c(O)c2ccccc2oc1=O | i | -2 | 0 | 3 | 5 | -8 | 1.0 | -5
COc1ccccc1NS(=O)(=O)c1ccc(C)c(C(=O)NCC(c2cccs2)N2CCOCC2)c1 (centres undefined) | i | 4 | 8 | 0 | -2 | 2 | 1.2 | -6
COc1ccc(OCC(=O)NCCNC(=O)c2ccncc2)cc1 | i | 0 | -1 | 2 | 3 | -4 | 1.7 | -9

MsrA inhibitor, what is marked active above
Structure,Rpn11 inh,Rin1-Abl PPI inh,MLLE-PAM2 inh,CSN inh,MT1-MMP act inh,E coli Lon inh,MsrA inhibitor,bovine MsrA act
O=C(CCN1C(=O)S/C(=C/c2ccccc2)C1=O)Nc1ccc(O)c(C(=O)O)c1,i,-3,25,5,-3,-12,6.5*,0
O=C1CC(C(=O)O)S/C(=N\N=C\c2ccc(Br)cc2)N1 (centres undefined),i,-3,-19,-3,3,3,4.9*,-16
